# Yfh1-off respiration – enhancers of respiration in Yfh1-depleted yeast, dose response, Friedreich's ataxia, plus single-dose screen (AID 1465); S. cerevisiae Yfh1-off respiration, WST-1 reduction, 72 h; higher fold induction means a stronger effect; 220,000 compounds, 0.074% hits; fold induction at 50 µM, or EC50 in µM where a hit was titrated;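 active = fold induction of absorbance versus untreated yeast above a set limit, then at least 30% activation at any dose in follow-up; inconclusive = repeats straddling the limit, or above it without dose testing; inactive = fold induction below the set limit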;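 also: activators that raise dye reduction in frataxin-depleted yeast; strong numbers were not always called active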
# WT yeast gro inh – growth inhibition of WT yeast, mitochondrial fusion screen. mitochondrial fusion phenotypic screen, WT strain. inhibition, % at 10 µM. 190,000 compounds, 2.1% hits. AID 1362; in the data active = inhibition above about 58%; tested in S. cerevisiae
# Hep lipid drop – hepatic lipid droplet formation modulation. AML12 mouse hepatocytes, oleate lipid droplets, BODIPY imaging. inhibition, % at 6.5 µM. 240,000 compounds, 0.4% hits. AID 1656;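 active = lipid droplet intensity inhibited by at least 50%, with more than 500 cells counted; inconclusive = wells with under 300 cells, treated as cytotoxic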
#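 Material – AML12 mouse liver cells · Also added – oleate loading, 100 µM · Compound dosing – 6.5 µM single-point dosing · Times – overnight treatment with compound plus oleate · Measured by – fluorescence imaging, 20x objective, two fields per well · Read-out – percent inhibition of filter-corrected integrated lipid droplet intensity per well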
# MT stabilize HCS – stabilizes microtubules in HeLa cells; HeLa tubulin immunostaining HCS, 24 h; share of cells brighter than vehicle mean+2SD; % tubulin-high responders, % at 10 µM; 200,000 compounds, 0.83% hits; AID 2205;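 active = plate Z-score above 3 for both tubulin-high and condensed-nucleus cell shares, with cell loss under 80%, at 10 µM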;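 also: anti alpha tubulin signal scored within the nucleus-defined area of each cell; some results filed as inactive read as strong as hits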
# Dynein cargo inh – dynein cargo transport inhibition; 3617.4 mouse cells, GR-EGFP nuclear translocation imaging; test concentration mostly 20 µM; stimulated with dexamethasone, 1 µM; stronger effect = lower value; z-score, hits read low; 220,000 compounds, 0.47% hits;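 active = plate z-score of nuclear minus cytoplasmic receptor signal below a set negative limit, without overly bright fluorescence or cell loss, cut at about -3.5 in these data, passing the limit was not always enough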;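 also: z-score of nuclear minus cytoplasmic ring GR-EGFP intensity difference per well; some compounds called inactive have numbers as strong as hits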
#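 Buffer or medium: tet-free medium with charcoal-stripped serum / Also added: dexamethasone agonist, 1.0 µM final, for 30 min / Timing: induction 48 h, compound 1 h, agonist 30 min / Measured by: high-content fluorescence imaging after fixation / Read-out: nuclear-to-cytoplasmic GR-EGFP distribution per well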
# Autophagy HCS – alters autophagy in cells; calls only at 10 µM (by protocol); 190,000 compounds, 0.98% hits; MEF GFP-LC3 puncta imaging; test concentration mostly 10 µM;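 active = percentage of spot-positive cells more than 3 SD above its plate mean, without a fluorescence outlier flag or 80% toxicity; inconclusive = no clear call, values can overlap the other calls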;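 also: spot-positive cell cutoff set from DMSO-treated cells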
# b-catenin transl – beta-catenin nuclear translocation modulation; HeLa beta-catenin nuclear translocation, immunofluorescence imaging; nuclear translocation activity, % at 5 µM; 190,000 compounds, 0.3% hits;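 active = nuclear translocation activity above 50% at 5 µM, with a well cell count of 50 or more; inconclusive = wells under 50 cells across six images, flagged as toxic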;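 also: per-cell ratio of nuclear to cytoplasmic median beta-catenin stain intensity; plate controls were DMSO negative control for no effect and GSK-3 inhibitor IX positive control for full effect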
#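 Technique: fluorescence imaging of beta-catenin antibody stain plus DAPI / Material: human HeLa cell line / Incubation: compound treatment 24 h, 37°C, 5% CO2 / Read-out basis: % activation of per-cell nuclear versus cytoplasmic median beta-catenin signal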
# NOD2 inhibition – NOD2 signaling inhibitors, cell-based, luminescence, uHTS, HEK293 (AID 1566); HEK293 NOD2/NF-kB luciferase reporter, luminescence; higher % means a stronger effect; inhibition, % at 4 µM; hits with a dose series show EC50 in µM; 290,000 compounds, 0.63% hits; in the data active = inhibition above about 50%; also: many of its hits are not listed in these tables
# Insulin prom up – MIN6 insulin promoter up-regulation | MIN6 insulin promoter-GFP reporter, high-content imaging; stronger effect = higher value | z-score at 5 µM | 190,000 compounds, 0.3% hits;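 active = z-score above 3 at 5 µM with at least 500 cells counted in the well; inconclusive = wells under 500 cells, flagged as cytotoxic or low count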
# WT yeast gro inh mutant strain – second read-out of WT yeast gro inh, no call of its own (marks repeat the call); inhibition, %; mitochondrial fusion phenotypic screen, mutant strain inhibition
# Dynein cargo inh cytoplasmic EGFP – also measured in Dynein cargo inh; calls as there; z-score; measured here: cytoplasmic GR-EGFP intensity; stronger effect = higher value
# Dynein cargo inh nuclear GR-EGFP – also measured in Dynein cargo inh; calls as there; z-score; measured here: nuclear GR-EGFP intensity;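 lower value marks the stronger effect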
# Dynein cargo inh cell count – also measured in Dynein cargo inh; calls as there; z-score; measured here: cell count per field
# Insulin prom up cell count – second read-out of Insulin prom up, no call of its own (marks repeat the call); cell count; measured here: cytotoxicity, nuclei count;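 total cells summed across four imaged fields per well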
# Hep lipid drop cells 6.5 µM – second read-out of Hep lipid drop, no call of its own (marks repeat the call); cell count; measured here: cell count, cytotoxicity flag;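 cells counted across two imaged fields per well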
# b-catenin transl cell count 5 µM – further read-out of b-catenin transl, marked with its call; cell count; measured here: cell count, cytotoxicity flag
# MT stabilize HCS Hoechst-high % – further read-out of MT stabilize HCS, marked with its call; % Hoechst-high responders; measured here: nuclear condensation Hoechst responders;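 share of cells brighter than vehicle mean plus two SD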
# MT stabilize HCS cytotoxicity % – recorded beside MT stabilize HCS, whose call it bears; toxicity, %; measured here: cytotoxicity by cell density;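 0% = mean cell density of plate MIN control wells and 100% = no cells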
# Autophagy HCS cell loss 18 h – also measured in Autophagy HCS; calls as there; toxicity, %; measured here: cell loss, nuclei count;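 cell loss after 18 h compound exposure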
# An asterisk follows results filed as active; i = inactive; ? = inconclusive; · = no result given. These rows are one share of the data; count on the stated rates, not on these rows.
SMILES,Yfh1-off respiration,WT yeast gro inh,WT yeast gro inh mutant strain,Hep lipid drop,Hep lipid drop cells 6.5 µM,MT stabilize HCS,MT stabilize HCS Hoechst-high %,MT stabilize HCS cytotoxicity %,Dynein cargo inh,Dynein cargo inh cytoplasmic EGFP,Dynein cargo inh nuclear GR-EGFP,Dynein cargo inh cell count,Autophagy HCS,Autophagy HCS cell loss 18 h,b-catenin transl,b-catenin transl cell count 5 µM,NOD2 inhibition,Insulin prom up,Insulin prom up cell count
Cc1cccc(Nc2ncnc3nc[nH]c23)c1C,i,2,-9,17,671,2.9,2.3,6.5,-0.46,0.75,0.23,0.2,·,·,0.0,1296,-8%,-0.07,1240
CCSC(C)CC1C/C(=N/O)c2c(CC)noc2C1 (stereo not drawn),i,11,10,5,723,3.3,1.7,1.9,-1.4,-0.18,-0.31,0.65,i,9,·,·,10%,-0.09,1237
CCNc1cc(N2CCOCC2)nc(SC)n1,i,5,6,7,680,1.8,1.6,9.7,0.52,-0.29,0.29,0.04,i,12,-2.0,978,-5%,1.2,1542
Cc1ccc(-c2nc(N/N=C/c3cccc([N+](=O)[O-])c3)c3ccccc3n2)cc1,i,20,26,1,702,0.9,1.5,9.9,-0.53,0.39,-0.31,0.49,i,-3,-4.7,1181,7%,·,·
Cc1cc(N2CCOCC2)nc2ccc(NC(=S)N3CCN(Cc4ccccc4)CC3)cc12,i,4,3,-8,689,2.4,2.9,11,-0.94,-0.26,-0.52,0.65,i,2,0.1,1136,7%,-0.08,1243
CCOC(=O)c1[nH]c(C)c(C(=O)OCC)c1C,i,16,5,·,·,3.5,2.6,2.8,4.5,0.027,2.9,-1.7,i,11,·,·,-15%,2,1130
CCCN1C(=O)c2cc(C(=O)Nc3ccccc3OC)ccc2C1Nc1ccccc1OC (stereo not drawn),·,·,·,6,657,·,·,·,1.2,-0.22,1.1,-0.75,·,·,1.3,1279,-4%,0.82,967
O=[N+]([O-])c1ccc(O)c(/C=N/Nc2ccccn2)c1,i,19,8,-28,529,3.6,0.0,29,2.4,-0.019,2,-1.6,i,15,23,642,-30%,-1.9,683
COc1ccc(CNC(=O)C(=O)NCC(c2ccco2)N2CCOCC2)cc1 (stereo not drawn),i,-9,16,-1,528,1.6,2.3,9.6,-1.3,-0.17,-0.5,1.3,i,30,0.9,1061,5%,2.4,1213
CCc1ccc(-n2nnnc2SCC(=O)NNC(=O)c2ccco2)cc1,i,10,-4,·,·,0.6,1.2,9.8,-0.58,-0.18,-0.34,0.57,i,-5,-1.4,1454,2%,0.3,1513
Cc1ccc(CN(Cc2cccnc2)C(=O)CN2C(=O)COc3ccccc32)o1,i,-10,3,·,·,5.0,2.8,9.8,0.33,-0.21,0.34,-0.15,i,17,-3.3,910,-5%,-0.45,1194
CCCn1c(SCC(=O)NCc2cccs2)nc2c1c(=O)n(C)c(=O)n2C,i,0,-17,·,·,4.6,2.1,6.0,-0.63,-0.13,-0.12,0.25,i,0,-1.7,820,18%,0.46,1061
CCc1nnc(NC(=O)CSc2nnc(-c3c[nH]c4ccccc34)n2CC)s1,i,-10,25,·,·,2.1,2.4,9.5,-0.68,-0.41,-0.14,0.52,i,4,1.7,1377,7%,0.78,1477
CN(C)S(=O)(=O)c1cccc2nsnc12,i,-2,-2,·,·,4.3,1.4,12,-0.16,-0.28,0.049,0.14,i,6,-3.4,1051,0%,0.21,1182
COc1ccccc1C1=NOC(Cn2c(=O)c3c(ncn3C)n(C)c2=O)C1 (stereo not drawn),i,14,14,·,·,4.3,2.5,9.7,-0.8,-0.33,-0.18,0.28,i,0,-5.4,1030,-4%,0.27,1256
O=C1C(Nc2ccccc2)=C/C(=N/S(=O)(=O)c2cccs2)c2ccccc21,i,99*,93*,-2,604,30,35,87,-0.47,-0.16,-0.61,0.78,i,13,0.1,527,34%,?,·
COc1ccc(/C=C/C(=O)OCC(=O)c2ccc3c(c2)NC(=O)CO3)c(OC)c1,i,·,·,2,735,·,·,·,5.9,0.8,2.5,-3,·,·,0.2,1337,10%,0.89,1406
CCC1(c2ccccc2)NC(=O)N(CC(=O)N2CCN(S(=O)(=O)c3ccccc3)CC2)C1=O (stereo not drawn),i,-6,3,11,617,5.1,3.0,1.2,-0.12,-0.29,-0.25,-0.069,i,12,-1.9,570,3%,-0.01,1339
Cc1cc(C)nc(Sc2c(C)nn(-c3ccccc3)c2C)n1,i,2,4,·,·,2.1,3.0,10,0.53,-0.19,0.57,0.081,i,-1,-2.9,969,12%,-0.15,1218
Oc1ccc(Br)cc1/C=N/N1CCCCC1,i,-3,7,-3,602,1.6,1.5,6.1,0.62,-0.18,0.49,-1.7,i,-1,-0.8,1113,-30%,1.8,1537
COCCCNC(=S)NNC(=O)c1ccoc1C,i,19,18,-4,653,6.0,2.3,0.7,0.83,-0.26,0.6,-0.35,i,9,-1.9,1150,10%,0.01,1398
COc1ccc(CNC(=O)C2CCC(=O)N2C(C)C)c(OC)c1 (stereo not drawn),i,·,·,-8,691,·,·,·,-1.1,-0.2,-0.28,0.48,·,·,-0.1,1265,9%,-0.46,1077
NC(N)=Nc1ccc(N=C(N)N)cc1,i,·,·,2,779,·,·,·,-0.066,-0.21,-0.21,0.58,·,·,-2.6,1214,14%,-0.2,1293
Cc1nc2sc(C(c3cccs3)N3CCN(c4cccc(Cl)c4)CC3)c(O)n2n1 (stereo not drawn),i,14,4,-15,732,2.2,3.2,12,-1.3,-0.21,-0.3,0.71,i,-11,-2.9,1084,15%,-1.3,895
O=S(=O)(c1ccc(N2CCN(Cc3ccc4c(c3)OCO4)CC2)nc1)N1CCOCC1,i,5,10,6,692,2.1,2.8,4.2,-0.3,-0.31,0.45,0.64,i,9,1.3,974,-7%,-0.5,982
SMILES,Yfh1-off respiration,WT yeast gro inh,WT yeast gro inh mutant strain,Hep lipid drop,Hep lipid drop cells 6.5 µM,MT stabilize HCS,MT stabilize HCS Hoechst-high %,MT stabilize HCS cytotoxicity %,Dynein cargo inh,Dynein cargo inh cytoplasmic EGFP,Dynein cargo inh nuclear GR-EGFP,Dynein cargo inh cell count,Autophagy HCS,Autophagy HCS cell loss 18 h,b-catenin transl,b-catenin transl cell count 5 µM,NOD2 inhibition,Insulin prom up,Insulin prom up cell count
O=[N+]([O-])c1ccc(-n2nnnc2-c2ccccc2)c([N+](=O)[O-])c1,i,30,5,5,556,4.8,2.7,1.6,-6.6*,1.3*,-2.6*,0.089*,i,9,-1.2,986,-70%,0.04,947
CNC(=O)c1ccccc1-c1cn(C)c2ccccc2c1=O,i,1,-21,·,·,4.0,2.4,11,-0.13,-0.23,-0.022,0.83,i,5,-1.7,966,15%,-0.81,1299
CCOc1ccc(-c2nnn(CC(=O)N3CCCC(C)C3)n2)cc1 (stereo not drawn),i,-4,-9,-51,659,2.5,1.2,4.6,-0.19,-0.36,-0.59,1,i,-12,0.9,1444,14%,-0.05,1539
Cc1ccc(NC(=O)CSc2nnc(CNC(=O)C34CC5CC(CC(C5)C3)C4)n2-c2ccc(F)cc2)cc1,·,16,4,-2,663,2.8,1.9,9.5,-1.4,-0.24,-0.9,0.46,i,9,-1.5,1151,-9%,0.25,1550
COc1ccc(C)cc1NC(=O)CSc1nnc(-c2cc3cccc(OC)c3o2)n1N,i,3,-2,-7,587,2.2,2.8,41,-0.78,-0.28,-0.15,0.75,i,0,0.2,940,9%,-0.49,1493
FC(F)(F)c1cccc(Cc2noc(CN3CCCC(CN4CCCC4)C3)n2)c1 (stereo not drawn),i,0,-15,-15,678,1.2,2.2,8.7,-0.42,0.24,-0.19,-0.013,i,-2,-0.7,861,-5%,·,·
O=C(Nc1cccc2ccccc12)c1ccccc1,i,·,·,0,675,·,·,·,-0.34,-0.26,-0.2,-0.042,·,·,-3.5,1318,16%,0.07,1497
CSCCNCc1cn(-c2ccc(F)cc2F)nc1-c1ccccc1C,i,19,7,-2,782,3.9,2.5,5.8,-0.43,-0.3,0.026,0.59,i,15,5.0,904,-20%,0.62,1396
CCc1cc([N+](=O)[O-])cc(CC)c1N,i,7,7,15,812,1.3,2.0,6.5,-0.1,-0.24,0.18,0.24,i,-14,·,·,8%,-0.09,1060
O=C(Cn1nnc(-c2ccccc2)n1)N/N=C/c1cc([N+](=O)[O-])c(Cl)cc1Cl,i,1,-11,-8,639,6.9,2.2,2.3,0.02,-0.31,-0.37,0.42,i,-14,-1.5,946,1%,-0.19,1124
CC(=O)NC(CCS(C)(=O)=O)C(=O)Nc1ccc(Cl)c(Cl)c1 (stereo not drawn),i,-2,1,15,661,3.9,1.9,7.2,-0.51,-0.18,-0.16,-0.12,i,-9,-1.3,1073,-2%,0.45,1978
Cc1nn2cc(-c3ccc(-c4ccccc4)cc3)nc2s1,i,-11,-62,·,·,1.6,2.6,10,2.3,-0.2,0.56,-0.68,i,5,4.9,1129,-104%,-1.3,923
